# IkB sig inh – inhibitors of IkB signaling in ABC-DLBCL cells. hit rate 0.04% among 110,000. Potency, µM (doses to about 57.1 µM), without a hit: at the highest dose IkBa stabilization activation. ABC-DLBCL IkBa-CBG/CBR dual luciferase ratio, 4 h; response scale: scaled: untreated 0%, proteasome inhibitor 100%; active means well fitted curve in the direction sought with a large enough effect in the signal ratio, not every such curve was filed as active; inconclusive means small, poorly fitted or top-dose-only effect, or a change in a side signal; the % refers to the signal ratio;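 further: the direction sought is a rising ratio; 0% = basal untreated cells and 100% = reference inhibitor full response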
#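 Luminescence ratio of IκBα-fused green versus native red beetle luciferase in OCI-Ly3 cells, 4 h post-doxycycline with compound; red signal alone, scaled from basal (0%) to zero light (-100%), flagged nonspecific or cytotoxic effects.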
# p53ts 32C tox – kills p53ts cells at the permissive temperature. H1299-p53A138V at 32C, ATP luminescence viability, 24 h. hit rate 0.93% among 130,000. Potency, µM (highest dose often 46.1 µM), inactives show top-dose activity change, negative = cytotoxicity, usual class: cytotoxic;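 further: 0% = DMSO and -100% = full killing by reference compound; nearly all actives have a fitted effect of over 55% in size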
#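 Viability by ATPlite luminescence after 24 h compound treatment (up to 46 uM) at the permissive 32C. Cells are H1299 carrying p53 A138V. Scale runs from DMSO basal to 100 uM tamoxifen as full kill; AC50 from Hill fits.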
# Peg3 imprint – genomic imprint erasure induction; mouse ES Peg3-LacZ reporter, beta-gal luminescence, 40 h; Potency, µM (titrated, usually from 60.7 µM), without a hit: at the highest dose activity change, positive = activation, most hits filed as activators; hit rate 0.02% among 110,000;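 further: 0% = negative control wells on the plate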
#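 Readout: BetaGlo luminescence (5 min, room temp) for LacZ from the normally silent maternal Peg3 allele in female Peg3LacZ-Neo ES cells. Cells 300/well, 40 h, 37C, 5% CO2. Data normalized per plate to negative controls.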
# p53ts 39C kill – cytotoxicity in p53ts cells at nonpermissive temperature | H1299-p53A138V viability at 39C, ATP luminescence, 24 h | Potency, µM (highest dose often 46.1 µM), inactives show top-dose activity change, negative = cell killing, hits mostly cytotoxic | hit rate 1.5% among 130,000; further: nearly all actives have a fitted effect of over 55% in size
# An asterisk follows results filed as active; ? = inconclusive; / = no result given; & = joins results of further samples; [ ] = another dose, or the depositor's remark. Unless noted, the call rests on the fitted dose curve; in most records, active means well fitted curve in the direction sought with a large enough effect; inconclusive means small, poorly fitted or top-dose-only effect, or another doubt; inactive means no such curve, though single readings can be large; an effect the other way counts as inactive or inconclusive. Unless noted, on the % scale 0 is the no-effect control and ±100 the full control effect; potency means the concentration at half of the fitted maximal effect.
# Each structure is followed by: IkB sig inh | p53ts 32C tox | Peg3 imprint | p53ts 39C kill
CSc1nc2ccccc2n1CC(=O)Nc1ccccc1
    3.3% | -9.8% | -20.3% | 3.7%
CCc1ccc2oc(-c3cc(NC(=O)c4cc([N+](=O)[O-])ccc4N4CCOCC4)ccc3Cl)nc2c1
    2.0% | -4.2% | -12.3%[10.9 µM] | 0.6%
CCC1CCCCN1CCCNC(=O)COc1cc(=O)n(C)c2ccccc12 (stereo not drawn)
    4.5% | -5.6% | -9.5% | -21.0%
CC1(C)SC2c3ccccc3C(=O)N2[C@@H]1C(=O)NCc1ccco1 (stereo partly drawn)
    -1.2% | 7.7% | -5.1% | 6.1%
COC(=O)c1ccccc1NC(=O)C1CCCCC1C(=O)O (stereo not drawn)
    1.8% | -4.1% | -6.0% | -4.0%
N#CC(C(=O)NCc1ccco1)c1nc2ccccc2nc1N1CCOCC1 (stereo not drawn)
    1.1% | 9.0% | -16.2% | -5.5%
CCC(=O)OCCn1c(=O)c2cc3c(=O)n(CCOC(=O)CC)c(=O)c3cc2c1=O
    0.5% | 5.8% | -2.5% | 4.2%
CC(C)c1ccc(NC(=O)c2ccc(F)c(S(=O)(=O)N3CCCC3)c2)cc1
    -1.2% | -7.9% | -21.8%[10.9 µM] | -25.8%
CN1CCN(c2ccccc2NC(=O)c2cc(Br)ccc2Cl)CC1
    -0.7% | 2.9% | -6.6% | 8.8%
COc1ccc(NC(=O)/C=C\C(=O)N(c2ccc(C(C)C)cc2)C(C(=O)NCc2ccco2)c2ccc(F)cc2)cc1 (stereo not drawn)
    ? | 12.7% | -21.2%[10.9 µM] | -5.9%
Cn1c(=O)c2c(nc(CN3CCC(C(N)=O)CC3)n2CCc2ccccc2)n(C)c1=O
    -0.9% | 12.2% | 8.7% | 21.7%
CCC1=C(OC(=O)N(CC)CC)N2C(=O)OC(=NCCOC)[C@]2(C)[C@H]2C1=CC[C@H]1C(=O)N(C)C(=O)[C@H]12
    / | 14.9% | -0.3% | 3.4%
COc1cc(NC(=O)c2ccccc2)c(OC)cc1NC(=O)CN1CCOCC1
    -2.8% | -2.7% | / | 5.6%
COCCCn1c(SCC(=O)N2CC(=O)Nc3ccccc32)nnc1-c1ccoc1C
    -0.1% | 0.9% | / | 0.2%
O=C(COc1ccc(S(=O)(=O)N2CCCC2)cc1Cl)NC1CC1
    1.2% | -1.1% | -8.1% | -14.4%
Cc1cc(C)c(NC(=O)C(C)n2nc(-c3ccc(C)c(C)c3)ccc2=O)c(C)c1 (stereo not drawn)
    1.0% | -1.3% | 18.0%[10.9 µM] | -3.3%
c1ccc(Cc2nnc(SCc3nc(-c4cccs4)no3)n2-c2ccccc2)cc1
    ? | 14.7% | -6.9%[10.9 µM] | -7.0%
Cc1cc(=O)n2nc(N3CCC(C(=O)NC4CCCc5ccccc54)CC3)sc2n1 (stereo not drawn)
    0.8% | 3.9% | -13.7% | -3.0%
CCc1ccc(-n2c(O)cnc2Nc2nc(C)cc(C)n2)cc1
    1.2% | 3.8% | 1.3% | -2.8%
CC(C)Oc1ccc(CNS(=O)(=O)c2csc(C(N)=O)c2)cc1
    -1.4% | -0.1% | -12.8%[10.9 µM] | 3.2%
Cc1ccc(Cn2c(=O)n(-c3cccc(C(F)(F)F)c3)c(=O)c3c(C)c(C)sc32)c(C)c1
    0.3% | 9.8% | -5.4%[10.9 µM] | -4.4%
N#Cc1c(N)n(-c2cccc(Cl)c2)c2nc3ccccc3nc12
    4.2% | -7.8% | 7.1%[10.9 µM] | -14.9%
CCOC(=O)N1CCN(C(=O)Cc2ccsc2)CC1
    -0.4% | 7.1% | -6.8% | 7.1%
O=C(NCc1ccc2c(c1)CCN2C(=O)c1ccncc1)c1ccccc1Cl
    ? | -15.1% | -13.1%[10.9 µM] | 0.6%
CCn1c(C)c(C)c2cc(C(=O)NCCCN3CCCCC3)ccc21
    -1.6% | -5.4% | -8.5%[10.9 µM] | -11.4%
CCC(C)NC(=O)C1CC(c2ccc(OC)cc2)=NO1 (stereo not drawn)
    -1.7% | 15.8% | 0.4% | -5.1%
CCOc1ccc(C(C)C)cc1S(=O)(=O)n1nc(C)cc1C
    -3.1% | 4.8% | -12.0% | 2.3%
N#Cc1c(-c2ccccc2)cc(-c2ccccc2)nc1SCC(=O)Nc1ccc(Cl)cc1
    9.0% | 0.5% | -5.9%[10.9 µM] | -27.3%
CCc1ccc(NC(=O)N2c3ccccc3Sc3ccccc32)cc1
    ? | 5.7% | -14.3%[10.9 µM] | -13.3%
COc1cccc(CN2C(=O)c3ccccc3Sc3ccc(C(=O)NCCc4ccc(Cl)cc4)cc32)c1
    ? | 15.4% | -3.0%[10.9 µM] | -4.7%

# (continued)
compound,IkB sig inh,p53ts 32C tox,Peg3 imprint,p53ts 39C kill
CCCCN(C(=O)NC(=O)Nc1nc2ccc(OC)cc2s1)S(C)(=O)=O,-3.5%,12.6µM*,-49.5%[inhibitor],?
O=C1CC(Nc2ccccc2)C(=O)N1c1ccc(N2CCOCC2)cc1 (stereo not drawn),0.1%,-2.9%,-0.3%,7.4%
COc1ccc(-c2coc3c2c(C)cc2oc(=O)c(C)c(C)c23)cc1,-1.9%,5.9%,-3.0%[10.9 µM],5.4%
Cc1ccc(CCNC(=O)C2CCN(S(=O)(=O)c3cccc4nsnc34)CC2)cc1,-0.3%,0.7%,-17.3%,0.2%
CS(=O)c1nc(-c2ccc(Br)cc2)cc(-c2ccccc2)c1C#N (stereo not drawn),?,20µM*,-26.0%,?
COc1ccc(-c2nc3c(n2O)CCCC3=O)cc1OC,0.2%,1.9%,-13.5%,7.9%
COc1ccc(OC2C=CC(C#Cc3ccccc3)OC2CO)cc1 (stereo not drawn),/,-7.6%[9.22 µM],/,-7.7%[9.22 µM]
CCC(=O)Nc1ccc(-c2nc3ncccc3o2)cc1C,2.6%,-8.4%,-8.3%[10.9 µM],-6.7%

# Grouped by structure, the entries above with two or more sulfur atoms.
compound,IkB sig inh,p53ts 32C tox,Peg3 imprint,p53ts 39C kill
c1ccc(Cc2nnc(SCc3nc(-c4cccs4)no3)n2-c2ccccc2)cc1,?,14.7%,-6.9%[10.9 µM],-7.0%
CC(C)Oc1ccc(CNS(=O)(=O)c2csc(C(N)=O)c2)cc1,-1.4%,-0.1%,-12.8%[10.9 µM],3.2%
CCCCN(C(=O)NC(=O)Nc1nc2ccc(OC)cc2s1)S(C)(=O)=O,-3.5%,12.6µM*,-49.5%[inhibitor],?
Cc1ccc(CCNC(=O)C2CCN(S(=O)(=O)c3cccc4nsnc34)CC2)cc1,-0.3%,0.7%,-17.3%,0.2%

# Continuation.
compound,IkB sig inh,p53ts 32C tox,Peg3 imprint,p53ts 39C kill
CCc1c(C)nc(SCC(=O)c2ccc(C)c(C)c2)[nH]c1=O,3.0%,-8.8%,-14.8%,-9.8%
Nc1nc2nc(SCC(=O)N3CCCc4ccccc43)[nH]c2c(=O)[nH]1,-0.3%,5.3%,-8.7%,6.6%
CN(CCc1ccccn1)S(=O)(=O)c1ccc(F)cc1,-0.3%,6.0%,4.0%,-3.7%
COC(=O)C1C2C=CC3(CN(Cc4cccs4)C(=O)C13)O2 (stereo not drawn),-0.7%,-16.5%,-2.1%,4.7%
COc1ccc(OC)c2sc(N3CCN(C(=O)c4ccco4)CC3)nc12,-3.9%,-3.2%,4.9%[10.9 µM],-11.1%
CN1C(=O)CSc2ccc(NC(=O)Nc3ccccn3)cc21,?,-26.9%,-24.1%,?
NC(=O)CSc1nnc(-c2ccc(S(=O)(=O)N3CCCC3)cc2)n1CC1CCCO1 (stereo not drawn),4.8%,-3.3%,-1.6%,7.6%
CCN(CC)C(=O)Cn1nc(-c2ccccc2O)nc1SCC(=O)Nc1ccc(OC)cc1,?,-2.9%,-11.0%,-8.5%
COc1ccccc1OCCCn1c(-c2ccc(Cl)cc2)nc2ccccc2c1=O,?,3.3%,-5.9%[10.9 µM],4.8%
Cc1cccc(NC(=O)c2ccccc2O)c1C,?,?,-33.5%[inhibitor],12.1%
Cc1cccc(C(=O)N2CCc3cc(CNC(=O)c4cc5ccccc5[nH]4)ccc32)c1,-2.4%,9.9%,-6.2%[10.9 µM],14.3%
O=C(CCn1cccc1)Nc1nccs1,/,-0.2%,/,9.1%
COCC(=O)Nc1ccc(S(=O)(=O)NCCc2ccccc2)cc1,3.5%,2.5%,-20.6%,4.6%
COc1ccc(Oc2ncc3nc(C)c(=O)n(CCC#N)c3n2)cc1,2.4%[11.4 µM],-4.3%,/,-0.9%
CNC(=O)c1c[nH]n2c(=O)c(Cc3ccccc3F)c(C)nc12,8.7%,-12.3%,-10.6%,-6.3%
O=C(CN1CCN(S(=O)(=O)c2ccc(F)cc2)CC1)Nc1ccc(Cl)c(C(F)(F)F)c1,?,8.3%,-27.2%,8.3%
Cn1c(=O)c2c(nc(SCC(=O)NCc3ccc4c(c3)OCO4)n2Cc2ccccc2)n(C)c1=O,0.1%,0.2%,-2.7%,4.4%
COc1ccc(C(=O)CSc2nnc(C3CCCCC3)n2N)c(OC)c1,1.9%,7.0%,-2.8%,-9.5%
Cc1c(C(=O)NCc2ccccc2)sc2nc3n(c(=O)c12)CCCCC3,0.3%,40.3%[activator],18.4%[10.9 µM],8.9%
O=C(N/N=C/c1c(Nc2cccc(C(F)(F)F)c2)nc2ccccn2c1=O)c1ccccc1[N+](=O)[O-],/,-12.3%,/,9.5%
COC(=O)C12CC3(CCC4C5C(C(OCc6ccccc6)C41)C52)OCCO3 (stereo not drawn),/,16.5%[9.22 µM],/,-2.8%[9.22 µM]
O=C(NCCc1ccccc1)NC1CCCCC1,?,?,-33.5%[inhibitor],-25.9%
CON(C)C(=O)c1nnc2c3ccccc3n(S(=O)(=O)c3ccc(C)cc3)c2n1,/,5.4%&-0.1%[9.22 µM],/,12.3%&2.0%[9.22 µM]
Cc1ccc(-n2c(SCC(=O)NCC3CCCO3)nnc2-c2ccoc2C)cc1 (stereo not drawn),-0.9%,-0.2%,-6.8%,4.2%
COc1ccc(-n2cnnc2SCCC#N)cc1,0.6%,4.9%,14.3%,5.8%
CCc1cnc2c(c1SCC(=O)Nc1ccc(OC)c(OC)c1)c(=O)n(C)c(=O)n2C,-0.2%,-1.9%,9.8%[10.9 µM],23.3%
CCn1nnc2cc(C(=O)Nc3ccc(Cl)cc3C)ccc21,-0.3%,-1.3%,-7.4%[10.9 µM],14.6%
O=C(Cn1nc(C(F)(F)F)c2c1CCCC2)Nc1ccc(F)c(Cl)c1,?,?,19.8%[10.9 µM],?
Cc1cccc(-c2noc(CN(C(=O)COc3ccc(C(C)C)cc3)C(C)C)n2)c1,?,-7.3%,-12.3%[10.9 µM],2.1%
Cc1cc2cc(CN(Cc3ccco3)C(=O)C3CCCCC3)c(=O)[nH]c2cc1C,?,1.5%,-6.0%,1.6%
Cc1cn(C)c(CC(=O)N2CCN(c3cccc(Cl)c3)CC2)c1C(=O)O,1.0%,8.6%,-5.1%[10.9 µM],-19.7%
COC(=O)[C@H](CCSC)NC(=O)N1CCN(Cc2ccccc2)CC1,8.5%,-3.1%,-10.9%,1.9%
Cc1cc(C)c(NC(=O)Cn2c(=O)n(CCC(C)C)c(=O)c3cccnc32)c(C)c1,-0.5%,13.1%,-11.4%[10.9 µM],-7.7%
CCc1nnc(NC(=O)CSc2nccn2Cc2ccc(C)cc2)s1,-0.7%,6.7%,-6.8%[10.9 µM],-5.0%
CCC(C)NS(=O)(=O)c1ccc(OCC(=O)NCc2ccco2)cc1 (stereo not drawn),0.1%,0.0%,-5.7%,-5.5%
Cc1nc(N2CCN(C(=O)c3ccco3)CC2)c2c3c(sc2n1)CCCC3,/,0.9%,/,4.6%
CC(NC(=O)c1ccc2c(c1)sc1nc(-c3ccc(F)cc3)cn12)C12CC3CC(CC(C3)C1)C2 (stereo not drawn),-0.9%,-0.9%,-9.5%[10.9 µM],-6.7%
O=c1c(-c2cc(F)cc(F)c2)nc2cncnc2n1Cc1ccc(F)cc1,3.0%[11.4 µM],-4.5%,/,1.4%
